# Source: PubChem BioAssay
# VP16 counter: inhibits Gal4-VP16 luciferase reporter, ROR gamma counter-screen | 310,000 tested, 3.5% active | Potency, µM (doses to about 53.6 µM), for the others: at the top dose activity, negative = inhibition, most hits filed as inhibitors | AID 2546 | Drosophila S2 Gal4-VP16 UAS-luciferase, luminescence, 20 h;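 also: Gal4-VP16 expression switched on by copper sulfate through the metallothionein promoter; potency is read from the fitted curve at half-maximal effect; % is scaled to controls: 0 for no effect and ±100 for the full control effect; nearly all actives have a fitted effect of over 50% in size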
# Rab9 prom act: activators of Rab9 promoter; Huh7 Rab9 promoter-luciferase reporter, luminescence, 24 h; Potency, µM (series often up to 9.22 µM), without a hit: top-dose activation, negative = inhibition, actives largely listed as activators; 320,000 tested, 2.8% active; also: potency is read from the fitted curve at half-maximal effect; % of control where 0% means no effect; nearly all actives have a fitted effect of over 60% in size
#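 Steps: seed 1500 Huh7 Rab9-luc cells per well, rest 2 h at 37 °C; add compound in DMSO; incubate 24 h; add luciferase reagent, 10 min ambient; read luminescence.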
# ELG1 genotoxic: genotoxicity induction in ELG1-luciferase HEK293T cells. HEK293T ELG1-luciferase reporter, luminescence, 16 h. 330,000 tested, 1.3% active. Potency, µM (top dose mostly 46 µM), for the others: at the top dose activity change, positive = activation, usual class: activators; also: potency is read from the fitted curve at half-maximal effect; % of control where 0% means no effect; nearly all actives have a fitted effect of over 60% in size
#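 HEK293T cells expressing luciferase-tagged ELG1 were exposed to compound or DMSO vehicle for 16 hr at 37 °C and 5% CO2. Luciferase activity was then measured with ONE-Glo after 30 min at room temperature.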
# KCNH2 3.1 block: KCNH2 3.1 (human) potassium channel inhibition; 340,000 tested, 0.95% active; AID 720553; U2OS KCNH2 3.1, thallium flux FluxOr; hits give low values; activity change, % (tested at about 1.8 µM);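 active = maximum activity change below -70%; inconclusive = maximum activity change from -70% to -50%; inactive = maximum activity change above -50%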;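 also: thallium influx rate constant from kinetic fluorescence after stimulation buffer; % is scaled to controls: 0 for no effect and ±100 for the full control effect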
#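 Virally transduced U2OS (3.1 isoform, 4 h infection in dark at RT) → overnight 37 C → FluxOr + Red40 in HBSS/HEPES, 45 min → stimulation buffer, 2 min kinetic read → rate constant vs DMSO controls.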
# Coupling enz: counter-screen for Giardia aldolase inhibitors: coupling enzyme system; coupling enzyme system counterscreen, AmpLite Red fluorescence; activity change, negative = inhibition, % at 58.2 µM, hits read low; 290,000 tested, 0.67% active; AID 2472; in the data active = activity change below about -30%; also: % is scaled to controls: 0 for no effect and ±100 for the full control effect
#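 Activity here indicates interference with the coupling reaction, not aldolase inhibition. Compounds at 57.5 uM final met coupling enzymes for 10 min at RT; substrate and AmpLite Red detection followed, with a 525/598 nm fluorescence read after 20 min.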
# RORgamma inh: blocks mouse ROR gamma transcriptional activity; Drosophila S2 Gal4-RORgamma UAS-luciferase reporter, 20 h; Potency, µM (doses to about 53.6 µM), for the others: at the top dose activity change, negative = inhibition, most hits filed as inhibitors; 310,000 tested, 5.4% active; AID 2551; also: potency is read from the fitted curve at half-maximal effect; % is scaled to controls: 0 for no effect and ±100 for the full control effect; nearly all actives have a fitted effect of over 60% in size
#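 Luciferase reporter read in Schneider cells carrying Gal4-RORγ (mouse) and UAS-Photinus luciferase; cells given compound 1 h before 700 uM copper sulfate induction, then incubated 20 h at ambient temperature.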
# Giardia kill: Giardia lamblia killing | Giardia lamblia trophozoite viability | activity change, % at 7.66 µM, hits read low | 340,000 tested, 0.15% active; in the data active = activity change below about -80%; inconclusive = between about -30% and that limit;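 also: parasites exposed to compound for two days anaerobically before the ATP read; % is scaled to controls: 0 for no effect and ±100 for the full control effect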
#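 ATP-content bioluminescence gauges trophozoite survival. Cells (100/well) receive compound and incubate anaerobically for 48 hrs at 37 deg C; detection reagent follows for 15-30 min at room temperature.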
# Tb PFK inh: T. brucei PFK enzyme inhibition. Potency, µM (top dose mostly 57.5 µM), inactives show at the top dose activity, negative = inhibition, usual class: inhibitors. T. brucei PFK, ADP-Glo luminescence. 330,000 tested, 0.17% active. AID 485367;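 also: potency is read from the fitted curve at half-maximal effect; 0% = uninhibited 1x PFK enzyme wells and -100% = no-enzyme wells; nearly all actives have a fitted effect of over 60% in size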
# Target sequence (O15648 whole entry, looked up): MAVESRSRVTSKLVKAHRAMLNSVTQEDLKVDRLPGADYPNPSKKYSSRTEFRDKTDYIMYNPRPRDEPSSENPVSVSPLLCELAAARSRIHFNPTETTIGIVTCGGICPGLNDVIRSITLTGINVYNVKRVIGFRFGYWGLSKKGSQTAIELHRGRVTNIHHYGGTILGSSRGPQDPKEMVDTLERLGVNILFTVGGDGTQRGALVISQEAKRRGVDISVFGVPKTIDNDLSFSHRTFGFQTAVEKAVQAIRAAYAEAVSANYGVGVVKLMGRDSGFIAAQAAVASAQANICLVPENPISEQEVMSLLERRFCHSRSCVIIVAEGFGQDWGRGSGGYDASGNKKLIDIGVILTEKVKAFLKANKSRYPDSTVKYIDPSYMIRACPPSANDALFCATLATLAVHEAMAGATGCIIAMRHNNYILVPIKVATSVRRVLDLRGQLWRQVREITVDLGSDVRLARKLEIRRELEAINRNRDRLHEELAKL
#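 1.25 nM PFK with 0.5 mM F6P and 0.1 mM ATP in 0.1 M TEA pH 8.0, 5 mM MgCl2, incubated 45 min at room temperature; ADP measured by ADP-Glo luminescence; compounds titrated up to 57 uM.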
# FLuc modulator: firefly luciferase modulation, counter-screen for miR-21 project | P08659 | purified FLuc, Km substrates, luminescence inhibition | Potency, µM (top dose mostly 57.5 µM), inactives show top-dose activity change, negative = inhibition, usual class: inhibitors | 360,000 tested, 6.9% active | AID 588342;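 also: potency is read from the fitted curve at half-maximal effect; plate controls were vehicle for no effect and reference inhibitor for full effect; nearly all actives have a fitted effect of over 55% in size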
#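 Purified P. pyralis luciferase, 10 nM final, with Km-level 10 uM D-luciferin and 10 uM ATP in 50 mM Tris acetate pH 7.5, 10 mM Mg acetate, 0.01% Tween-20, 0.05% BSA; 6-point qHTS titration about 60 µM downward; luminescence read.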
# NPC1 promoter act: activators of NPC1 promoter; Huh7 NPC1 promoter luciferase reporter, 24 h; 320,000 tested, 2.4% active; Potency, µM (doses to about 9.22 µM), for the others: at the top dose activation, hits mostly activators;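 also: potency is read from the fitted curve at half-maximal effect; % of control where 0% means no effect; nearly all actives have a fitted effect of over 60% in size; reporter is driven by a mutant NPC1 promoter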
#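 Quantitative HTS used a cell-based reporter: Huh7 cells stably bearing the NPC1 promoter upstream of luciferase were treated with compounds for 24 h, and promoter activation was read as luminescence.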
# uPA surface inh: cell surface uPA generation inhibition | 330,000 tested, 0.31% active | Potency, µM (highest dose often 38.3 µM), inactives show at the top dose activity change, negative = inhibition, hits mostly inhibitors | cell surface uPA generation assay, qHTS | AID 540303; active = well fitted inhibition curve with a large enough effect; inconclusive = small, poorly fitted or top-dose-only effect; inactive = no such curve, though single readings can be large or run the other way; tested in mouse RAW 264.7 cells; also: potency is read from the fitted curve at half-maximal effect; % is scaled to controls: 0 for no effect and ±100 for the full control effect; nearly all actives have a fitted effect of over 55% in size
# Active calls of the source: *; ? = inconclusive; · = no result given; [ ] = another dose, or the depositor's remark. Unless noted, calls follow the shape of the dose curve; as a rule, active = well fitted curve in the direction sought with a large enough effect; inconclusive = small, poorly fitted or top-dose-only effect, or another doubt; inactive = no such curve, though single readings can be large; an effect the other way counts as inactive or inconclusive.
SMILES,VP16 counter,Rab9 prom act,ELG1 genotoxic,KCNH2 3.1 block,Coupling enz,RORgamma inh,Giardia kill,Tb PFK inh,FLuc modulator,NPC1 promoter act,uPA surface inh
COc1ccc(NC(=O)CCCN2C(=O)C3CC=CCC3C2=O)cc1 (stereo not given),·,0%,19%,12,2,·,1,1%,-3%,-3%,?
CCOC(=O)C1CCCN(C(=O)c2ccccc2Oc2ccccc2)C1 (stereo not given),2%,-3%,2%,19,2,12%,3,-2%,3%,1%,1%
CCCn1c(SCC(=O)N2CCc3ccccc3C2)nc2c1c(=O)n(C)c(=O)n2C,15%,-1%,-14%,-17,3,8%,8,12%,1%,0%,·
CCCn1c(=O)n(C)c(=O)c2c(SCC(=O)NCC(c3ccccc3)N(C)C)nc(CC(C)C)nc21 (stereo not given),3%,5%,-9%,·,·,?,9,-18%,-6%,0%,-1%
NC(=O)c1cccnc1Nc1cccc([N+](=O)[O-])c1,?,1.8µM*,?,5,0,?,10,3%,15µM*,4µM*,-2%
C/C(=N/NC(N)=S)c1cc2ccc(O)cc2oc1=O,-10%,1%,-1%,3,1,?,7,-15%,-11%,-3%,-14%
CCN(CC)c1nc(-c2ccccc2)nc2c1sc(=S)n2CC,-5%,0%,-7%,5,1,2%,15,-1%,2%,-2%,2%
CCOc1ccc(C2C(C(C)=O)=C(O)C(=O)N2CCc2c[nH]c3ccccc23)cc1 (stereo not given),-12%,12%,0%,8,18,1%,3,1%,-13%,1%,-1%
O=C(Nc1ccccc1)NC1CCCCC1,17%,?,23%,2,2,23%,-6,-1%,?,21%,2%
COCCOC(=O)c1c(NC(=O)CN2CCc3ccccc32)sc(C(N)=O)c1C,2%,0%,-4%,3,7,29%,?,1%,-2%,6%,4%
O=C1C(Cl)=C(N2CCCCCC2)C(=O)N1c1ccc(Cl)cc1,-10%,-3%,4%,5,2,?,-13,-3%,?,-1%,10%
COc1cc(/C=N/NC(N)=O)ccc1OCC(=O)Nc1ccc(C)c(C)c1,-19%,-1%,1%,-6,3,-3%,5,15%,-2%,3%,1%
Cc1ccc(C(=O)NCC(=O)NCc2ccccc2F)s1,·,·,-1%,3,·,·,-8,1%,·,·,0%
O=C(Oc1ccccc1Cl)c1ccc(N2CCOCC2)c([N+](=O)[O-])c1,-18%,0%,1%,-3,0,-8%,-9,0%,-9%,-3%,4%
COc1ccc(/C=C/C(=O)OCC(=O)NC2CCS(=O)(=O)C2)cc1 (stereo not given),·,10%,1%,7,·,·,-11,-5%,·,-3%,-11%
O=C(C(c1ccccc1)N1CCOCC1)N1CCOCC1 (stereo not given),15%,·,·,-17,-1,-27%,-14,·,5%,·,2%
CC1(C)Oc2ccc(C(=O)NC3CCCC3)cc2N(CC(=O)NC2CCCCC2)C1=O,-2%,0%,-2%,8,-4,-28%,-10,0%,0%,-2%,1%
COC(=O)c1ccc(C2C(Oc3ccc(OC)cc3)C(=O)N2CCc2ccc(F)cc2)cc1 (stereo not given),?,4%,1%,-14,1,?,-6,3%,3%,-3%,2%
O=C(COC(=O)c1ccc(F)cc1)NCCCc1ccccc1,1%,1%[1.84 µM],-1%,4,1,-5%,3,-10%,-2%,-4%,-2%
CCOC(=O)C(NC(=O)CC(C)C)(Nc1sc(C)c(CC)c1C#N)C(F)(F)F (stereo not given),11%,3%,-7%,-9,3,45%,4,0%,-1%,0%,4%
C=CCOC(=O)C1=C(C)NC(=O)NC1c1ccc(N(C)C)cc1 (stereo not given),0%,6%,2%,2,1,11%,-11,1%,3%,-3%,0%
COc1cc(/C=C2\SC(=O)N(CC(=O)Nc3ccccc3F)C2=O)cc(Cl)c1O,-12%,-4%,-9%,-10,-1,?,8,-2%,1%,-2%,-3%
O=C(CCCSc1nc2ccccc2s1)NCc1ccc2c(c1)OCO2,-21%,-2%,-1%,-26,1,-15%,-6,5%,?,1%,3%
Cc1c(C(=O)N2CCOCC2)oc2ccc(S(=O)(=O)N3CCCCCC3)cc12,6%,·,·,6,-4,40%,6,·,-2%,·,1%
Cc1n[nH]c(C)c1CCNCc1ccc(OCC(O)CN2CCCCC2)cc1 (stereo not given),0%,-8%,1%,-2,0,-4%,-10,0%,0%,-3%,1%
COc1ccc(Cl)cc1-n1c(C)cc(C=O)c1C,0%,-3%,0%,-13,-7,-17%,-12,0%,3%,1%,0%
O=C(CN1CCCCC1)NNC(=O)c1ccc([N+](=O)[O-])cc1,-11%,-1%,0%,9,1,-4%,22,0%,3%,0%,-11%
Cc1ccc(C)c(NC(=O)Cn2nnc(-c3ccc(N4CCOCC4)cc3)n2)c1,-15%,2%,?,-1,-2,-1%,-19,0%,?,0%,-3%
CC(C)C(=O)N1CCN(c2ccc(NC(=O)c3ccc(Br)o3)cc2)CC1,18%,2%,3%,7,-1,31%,-4,-3%,-2%,2%,3%
CCN(CC)CCOC(=O)c1ccc(NC(=O)COc2cc(=O)n(CC)c3ccccc23)cc1,?,0%,17%,9,7,-17%,21,0%,6%,0%,·
CCCCCCCNC(=O)c1ccc(N2CCC3(CC2)OCCO3)c([N+](=O)[O-])c1,-16%,1%,-6%,7,-3,25%,-14,-1%,2%,-1%,-1%
CCOc1cc(CNC(C)C)c(Cl)cc1OCC(=O)NCCc1ccccc1,13%,-2%,-1%,-20,4,-11%,-8,1%,6%,2%,-5%
CC1CC(C)CN(C(=O)CNC(=O)c2ccc3ccccc3c2)C1 (stereo not given),-1%,0%,-2%,-6,5,0%,-15,-3%,-8%,-5%,4%
Cc1c(NC(=O)CSCc2ccccc2)cccc1C(=O)O,6%,2%,5%,1,0,-17%,-12,1%,?,2%,3%
CC(C)(C)N(Cc1ccccc1)C(=O)COC(=O)c1ccccc1SCC(=O)N1CCCC1,·,-1%,-29%,1,·,·,-20,1%,-1%,0%,-4%
CC1=C(C)/C(=N\OC(=O)/C=C/c2ccccc2)C=CC1=O,?,14%,2%,2,·,?,-12,4%,-2%,14%,-7%
